Measles CPE: protection of cells from measles virus. Measles virus-infected cells, CPE protection, absorbance. protection (pct of control), % at 4 µM. 140,000 compounds, 1.5% hits; in the data active = protection mostly above about 24%, no sharp cut-off; inactive = mostly below about 26%; note: some compounds called inactive have numbers as strong as hits
Phagocyt inh: blocks phagocytosis by macrophages | J774A.1 macrophage IgG-bead phagocytosis, imaging | inhibition, % at 5 µM | 110,000 compounds, 0.07% hits;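 active = inhibition above the mean of the plate negative controls plus 5 SD, cut at about 13% in these data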;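 note: phagocytic index as fraction of beads internalized from green versus red external bead signal; plate controls were DMSO negative control for no effect and cytochalasin-D positive control for full effect; some results beyond the cut were filed as inactive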
NPY-Y2 antag: antagonists of human neuropeptide Y receptor Y2; NPY-Y2 expressing cells, antagonist mode; inhibition, % at 2.7 µM; 140,000 compounds, 0.99% hits; AID 793; in the data active = inhibition above about 17%;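 note: 0% = vehicle with agonist challenge and 100% = reference antagonist with challenge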
Target sequence (P49146 whole entry, looked up): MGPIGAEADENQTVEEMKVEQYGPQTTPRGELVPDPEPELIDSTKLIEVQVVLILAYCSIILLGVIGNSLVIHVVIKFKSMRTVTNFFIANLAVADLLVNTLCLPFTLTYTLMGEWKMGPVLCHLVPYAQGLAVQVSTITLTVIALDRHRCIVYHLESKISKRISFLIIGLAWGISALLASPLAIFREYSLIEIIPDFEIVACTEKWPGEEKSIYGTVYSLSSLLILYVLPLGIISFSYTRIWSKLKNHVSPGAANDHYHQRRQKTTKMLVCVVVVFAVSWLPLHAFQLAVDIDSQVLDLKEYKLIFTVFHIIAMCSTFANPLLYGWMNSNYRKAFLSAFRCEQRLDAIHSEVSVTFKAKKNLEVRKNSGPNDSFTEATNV
Yeast growth inh: reduces growth of yeast BB579 in restrictive medium | 140,000 compounds, 0.51% hits | S. cerevisiae BB579 growth, OD615, 48 h | inhibition, % at 10 µM | AID 804;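 active = inhibition above a set limit, 3 SD over the mean compound inhibition, cut at about 44% in these data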; note: inactives centre near -24
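Assay system – yeast BB579 (DeaD) · Dosing – single compound dose of 10 µM, 0.25% DMSO final · Detection – OD615 turbidity measurement · Buffer or medium – CSMM-D restrictive synthetic medium containing dextrose (glucose) · Benchmarks – positive control amphotericin B 10 µg/mL · Incubation – 48 h exposure, 30 °C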
MRP1 act: activators of MRP-1. H69AR cells + doxorubicin, viability rescue, CellTiter-Glo. viability increase, % at 10 µM. 140,000 compounds, 0.61% hits;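 active = viability gain under doxorubicin at or above a set limit, the compound median plus 3 SD, cut at about 4.7% in these data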;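 note: MRP-1 overexpressing cells given doxorubicin 25 µM after compound pretreatment; 18-22 h compound pretreatment then 72 h with doxorubicin before readout; 0% = doxorubicin-only wells and 100% = vehicle-treated cells without doxorubicin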
HCT116 bCat-KO: beta-catenin-lacking colon tumor cell growth suppression; HCT116 beta-catenin knockout viability, CellTiter-Glo, 60 h; active compounds read low; viability, % at 10 µM; 140,000 compounds, 1.5% hits; AID 818;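 active = viability at or under a set limit, the compound median less 4 SD, cut at about 6% in these data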;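 note: 0% = Hyamine 1622 control at 20 µM and 100% = untreated cell control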
GALR2 blocker: antagonists of human galanin receptor 2 (GALR2); inhibition, % at 4 µM; 140,000 compounds, 0.39% hits; O43603; GALR2-expressing cells, antagonist mode; AID 828; in the data active = inhibition above about 27%;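 note: cells stimulated with galanin 1-16 at roughly its EC80; 0% = agonist challenge control and 100% = basal control without agonist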
Target sequence (O43603 whole entry, looked up): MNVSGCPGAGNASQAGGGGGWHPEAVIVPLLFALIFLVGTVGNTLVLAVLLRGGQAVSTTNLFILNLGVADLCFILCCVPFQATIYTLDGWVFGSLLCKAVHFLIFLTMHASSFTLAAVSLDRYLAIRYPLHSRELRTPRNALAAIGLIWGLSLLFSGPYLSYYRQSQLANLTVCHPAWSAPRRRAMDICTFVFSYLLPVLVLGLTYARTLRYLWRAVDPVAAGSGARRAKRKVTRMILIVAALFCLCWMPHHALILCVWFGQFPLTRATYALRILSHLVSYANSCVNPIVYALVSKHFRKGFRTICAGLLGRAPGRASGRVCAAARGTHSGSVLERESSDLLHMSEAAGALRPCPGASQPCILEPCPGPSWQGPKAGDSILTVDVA
Yeast life ext: extends the lifespan of yeast | S. cerevisiae growth with nicotinamide, OD615; deaD strain in restrictive glucose medium | inhibition of the nicotinamide effect, % at 10 µM | 130,000 compounds, 0.68% hits | AID 775;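 active = inhibition above a set limit, placed 3 SD over the median of all compounds, cut at about 26% in these data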;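 note: 0% = nicotinamide-treated wells and 100% = cells grown without nicotinamide; some compounds called inactive have numbers as strong as hits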
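Assay system: engineered S. cerevisiae DeaD replicative-lifespan strain, galactose-grown log-phase cells; medium: restrictive CSMM-D dextrose medium; also added: nicotinamide, 1.5 mM, co-present with compound; schedule: 48 h compound exposure at 30 °C, humidified; detection: absorbance at 615 nm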
E-sel TNF inh: blocks E-selectin expression induced by TNF alpha. HUVEC TNFa-induced E-selectin immunofluorescence, high content. inhibition, % at 2 µM. 120,000 compounds, 0.71% hits. AID 1246;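 active = inhibition above the batch mean plus 3 SD, and confirmed as a hit on visual image review, cut at about 43% in these data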;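 note: 0% = TNF-stimulated DMSO wells and 100% = unstimulated control wells; not every result past the cut was called active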
HCT116 PTEN-null: growth suppressors of cells with PTEN tumor suppressor deletion | HCT116 PTEN-null viability, CellTiter-Glo, 60 h; active compounds read low | viability, % at 10 µM | 140,000 compounds, 1.2% hits | AID 827;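 active = viability at or below a set limit, 4 SD under the median of all tested compounds, cut at about 3.7% in these data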;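 note: PTEN knockout HCT116 line with beta catenin targeted HCT116 as companion control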
The depositor's hits bear a star; . = not tested or not shown.

SMILES	Measles CPE	Phagocyt inh	NPY-Y2 antag	Yeast growth inh	MRP1 act	HCT116 bCat-KO	GALR2 blocker	Yeast life ext	E-sel TNF inh	HCT116 PTEN-null
Cc1cc(=O)[nH]c(N=N/C(=N/Nc2ccccc2C)c2ccccc2)n1	2	3	3	-85	-1.3	7	-5	16	3	3.6*
O=C(NC(Cc1ccccc1)C(=O)O)/C(=C\c1ccco1)NC(=O)c1ccc(Br)cc1 (configuration not stated)	15	-4	4	-25	-0.8	98	-7	-14	-3	79
CC(C)(C)CC(C)(C)NC(=S)Nc1ccc2nc(-c3ccccn3)c(-c3ccccn3)nc2c1	7	0	0	-36	-5.8	73	2	-24	6	59
COc1ccc(NC(=S)Nc2cc(C)ccn2)c(OC)c1	12	.	2	5	-4.9	98	7	.	.	103
COc1cccc(OC)c1-c1nn2c(-c3cc(-c4ccccc4)n[nH]3)nnc2s1	4	.	7	-15	-2.0	74	6	-17	34	66
C=CCn1c(SCc2ccc([N+](=O)[O-])cc2)nnc1C(C)NC(=O)c1ccccc1 (configuration not stated)	1	0	0	16	-2.6	111	11	-15	-38	93
COc1cc(C2C(C(N)=O)=C(C)Nc3nc(CCCO)nn32)cc(OC)c1OC (configuration not stated)	23	0	.	-2	-1.3	99	.	-7	.	108
CCOc1ccc(C(C)NC(=O)C2CCC2)cc1 (configuration not stated)	14	-7	1	-2	-1.7	93	-5	-5	.	89
O=C(NNc1ccc([N+](=O)[O-])cc1[N+](=O)[O-])C1C2CCCCC21 (configuration not stated)	5	6	0	-24	-3.4	80	7	3	1	83
C=CCn1c(SC2CCOC2=O)nc2scc(C3CC3)c2c1=O (configuration not stated)	25	-2	45*	-9	-0.7	113	-3	-8	.	100
O=C(c1ccc(Cl)cc1)N1CCCOC1	4	0	-2	-15	-1.2	99	11	-9	-15	100
CCOC(=O)C1CCCN(c2ncnc3c2oc2ccccc23)C1 (configuration not stated)	10	0	8	-33	-1.0	78	9	-20	15	79
c1nc(N2CCCCCC2)c2[nH]cnc2n1	10	0	3	-41	-0.5	107	-4	-9	-10	96
CC1CCN(C(=O)Cn2c(=O)n(CCc3ccccc3)c(=O)c3ccccc32)CC1	3	-3	0	-19	-1.4	82	8	3	1	93
COc1ccc(N2CCN(C(=O)c3cccc(Cn4cc(Cl)cn4)c3)CC2)cc1	11	0	2	-47	-0.6	88	-12	-12	29	82

4 entries from above, sorted by the value under E-sel TNF inh, ascending:
molecule | E-sel TNF inh
c1nc(N2CCCCCC2)c2[nH]cnc2n1 | -10
Cc1cc(=O)[nH]c(N=N/C(=N/Nc2ccccc2C)c2ccccc2)n1 | 3
CCOC(=O)C1CCCN(c2ncnc3c2oc2ccccc23)C1 (configuration not stated) | 15
COc1ccc(N2CCN(C(=O)c3cccc(Cn4cc(Cl)cn4)c3)CC2)cc1 | 29

Carrying on.
SMILES	Measles CPE	Phagocyt inh	NPY-Y2 antag	Yeast growth inh	MRP1 act	HCT116 bCat-KO	GALR2 blocker	Yeast life ext	E-sel TNF inh	HCT116 PTEN-null
COc1ccccc1CNS(=O)(=O)c1ccc(NC(C)=O)cc1	.	0	0	-31	1.3	85	12	-18	0	84
COC(=O)c1nnn(CC(=O)Nc2cc(Cl)ccc2C)c1C(=O)OC	4	0	3	-35	0.1	91	-4	5	1	105
CCCCOCCCNC(=O)c1c(-c2ccccc2)noc1C	16	0	3	-15	-1.6	93	5	-5	16	100
O=C(c1ccco1)N1CCN(S(=O)(=O)c2ccc3c(c2)CCN3C(=O)C2CCC2)CC1	6	.	0	-8	-1.5	73	-7	-12	3	80
Cc1cc(C)c(S(=O)(=O)N2CCN(C)CC2)c(C)c1	10	0	0	-18	-0.6	96	-3	-7	-8	89
Cc1ccc(Nc2nc(-c3sc(NC(=O)c4ccccc4)nc3C)cs2)cc1	21	.	-3	-16	-3.9	67	-2	-21	14	58
COCCN1C(=O)c2ccccc2C(C(=O)NCCCN2CCCC2)C1c1c[nH]c2ccccc12 (configuration not stated)	3	.	5	-17	-1.7	88	-3	-7	-57	88
C/C(=C\C(=O)c1ccc(F)cc1)NCc1ccc2c(c1)OCO2	9	-1	6	-16	-0.1	99	13	-25	-4	99
CCOC(=O)c1cnc2c(ccc3ccccc32)c1NCCO	6	.	5	-6	-0.9	60	-4	.	10	54
CCC(=O)Nc1ccc(C(=O)OCc2ccccc2Cl)cc1	6	0	-4	-25	4.2	99	-1	-24	11	101
Cc1cc(NCCN2CCOCC2)n2ncc(-c3ccccc3)c2n1	5	0	-1	13	-2.0	75	-7	42*	2	80
O=C(c1ccc(Cl)c(Cl)c1)c1cc(-c2ccccn2)c(N2CCOCC2)s1	4	.	-1	-70	-4.7	84	-3	-2	0	72
Cc1cc(C)n(CC(O)Cn2c3ccc(Br)cc3c3cc(Br)ccc32)c(=O)n1 (configuration not stated)	16	0	2	-28	1.1	79	-13	-12	-61	53
COc1cccc(NC(=S)NNC(=O)Cn2nc(C(F)F)cc2C(F)F)c1	3	1	3	-35	-0.3	95	2	2	.	102
C=CCc1cccc(Cl)c1OCCON1C(=O)CCC1=O	6	-1	0	-16	0.5	97	-15	-10	16	100
COc1ccccc1-c1nnc(SCC(=O)NC2CCS(=O)(=O)C2)n1CCc1ccccc1 (configuration not stated)	59*	-2	4	-7	-2.4	87	0	5	.	104
CCn1nnnc1NCc1ccc(N2CCCC2)cc1	7	.	-1	-3	-0.8	99	1	4	-17	93
CCOC(=O)c1ccccc1NC(=O)CCNC(=O)Cn1cnc2ccccc2c1=O	3	-2	7	-4	-3.8	87	-8	-6	.	88
CC(C)(C)C1=C[C@@H](CO)C[C@@H](CO)C1	3	.	-3	-25	-0.1	110	-7	-6	1	107
O=C1CSC(c2ccc(Cl)cc2Cl)N1c1ccccn1 (configuration not stated)	6	-10	4	-25	-2.2	87	2	2	.	89
CN1CCN(c2nc3c(c(=O)n(C)c(=O)n3C)n2Cc2cccc3ccccc23)CC1	32	0	3	-33	-1.4	96	-8	-9	1	108
Cc1cccc(NC(=O)CN2C(=S)NC(C)(C)CC2C)c1 (configuration not stated)	36	-6	3	3	-0.5	92	-6	-5	-3	106
CCC(=O)NC(=S)Nc1ccc(S(=O)(=O)NC(C)=O)cc1	4	.	0	-2	-2.5	100	11	-7	6	89
CCOC(=O)c1cc2n(n1)C(C(F)(F)F)CC(C)N2 (configuration not stated)	23	2	4	-13	-0.3	103	6	-3	-4	100
CCCC(=O)NC(=S)Nc1ccc(Cl)cn1	8	7	-1	4	-1.1	100	-13	-16	11	95
COc1ccccc1NC(=S)NNC(=O)c1ccc(Cl)cc1Cl	12	.	4	-25	-2.0	93	21	.	-8	92
Cn1c(C(=O)OCC(=O)NCC2CCCO2)cc2sccc21 (configuration not stated)	10	.	2	-25	-2.4	86	-1	-4	-21	87
c1ccc(-c2noc(CSc3nc4ccccc4o3)n2)cc1	2	0	11	-22	-1.7	88	11	-6	.	93
O=C(CSc1ccc2ccccc2c1)Nn1cnnc1	14	-2	4	-63	-0.6	103	-9	54	15	112
CC(C)C(NC(=O)C12CC3CC(CC(C3)C1)C2)C(=O)N/N=C/C1=C(N2CCOCC2)C(=C\c2cccc([N+](=O)[O-])c2)/CC1 (configuration not stated)	3	1	3	-29	-0.4	83	3	1	.	82
Cc1ccc(S(=O)(=O)NC(C)(C)CSc2nncn2N)cc1	16	0	2	-17	-0.6	93	8	-7	-25	90
COc1cccc(C(=O)CSc2nc3ccccc3n2CC(=O)N2CCOCC2)c1	20	0	2	-15	-2.4	89	5	-6	-21	94
Cc1cc(C)cc(OCc2nnc(SCC(=O)N3CCN(c4ccccc4)CC3)o2)c1	21	0	6	-32	0.3	88	-1	-11	15	101
O=C(N1CCOCC1)N1c2ccccc2CC(N2CCOCC2)c2ccccc21 (configuration not stated)	8	11	0	5	-0.8	88	3	-7	-8	98
CC(=O)N/C(=C\c1ccccc1)C(=O)OCC(=O)NC1CCCC1	8	-7	2	-13	-0.5	98	-5	4	-5	98
CCCCCOc1ccc(Cl)cc1CN1CCOCC1	15	0	9	9	-0.4	79	1	-11	7	80
Brc1ccc(-c2nc(-c3ccccc3)no2)o1	17	0	3	-22	-1.6	94	-3	-15	-12	94
Cc1cc(/C=C(\C#N)C(=O)NCc2ccco2)c(C)[nH]1	14	.	2	5	-3.6	99	8	.	-26	108
O=C(NNC(=O)c1cc([N+](=O)[O-])ccc1Cl)c1cccs1	22	-16	1	-39	-2.6	82	7	1	.	81
Cc1c(-c2ccc(Br)cc2)nc2ccccn12	7	0	2	-17	-2.4	79	15	-8	.	77
Clc1ccc2nc(N3CCNCC3)nc(-c3ccccc3)c2c1	2	9	8	-2	-6.0	1.2*	35*	-35	.	1.3*
CSc1ccccc1C(=O)N1CCN(c2ccc(F)cc2)CC1	4	0	-3	-22	-1.7	102	-2	-6	4	88
Cc1cccc(-n2c(CNC(=O)c3ccc(S(=O)(=O)N(C)C)cc3)nnc2SCC(=O)Nc2ccc(F)cc2)c1	21	2	0	-42	-1.5	96	6	-1	.	89
CCC1=Nc2ccc(Br)cc2C(c2ccccc2)N1CC(=O)OC (configuration not stated)	8	2	23*	-44	-1.2	75	3	6	-50	72
CCCN1CCc2[nH]c(=S)[nH]c(=O)c2C1	18	-9	4	-25	-0.8	86	-1	-2	68*	99
CC(=O)C1=C(C)N(CC2CC2)C(=O)N[C@H]1c1cccs1	10	.	1	1	-0.2	98	-3	1	.	96
CCOC(=O)c1sc(NC(=S)NC(=O)CC(C)C)cc1C	7	1	0	-21	1.0	89	9	-8	.	87
COc1ccc(Cn2nnnc2C(C(C)C)N(Cc2ccco2)Cc2cccs2)cc1 (configuration not stated)	3	2	9	-13	-3.4	65	-11	-1	-14	60
CCOC(=O)CCn1cc(F)c(=O)n(Cc2ccccc2)c1=O	15	-2	2	-36	-1.7	99	3	-7	4	96
COc1ccc(/C=C/C(=O)NC(=S)NNC(=O)c2ccco2)cc1	8	.	-2	-36	-2.1	36	2	.	-13	43
O=C(CNS(=O)(=O)/C=C/c1ccccc1)OCC(=O)N1CCC(Cc2ccccc2)CC1	9	-1	-1	-45	1.6	97	-8	21	5	106
CCCn1nnnc1SCC(=O)NCc1ccccc1	17	0	4	-22	-2.2	97	0	-1	-27	93
CC(=O)Nc1ccc(Cc2ccncc2)cc1	2	-1	0	-8	0.3	92	-1	-8	1	103
O=C1CC(SCCO)C(=O)N1c1ccccc1 (configuration not stated)	19	0	3	-64	0.2	105	-27	7	11	112
c1ccc(-c2ccccc2OCCn2cncn2)cc1	6	0	2	-3	-4.0	109	-4	-19	2	95
O=C(NN1C(=O)c2ccccc2C1=O)C1CC2CCC1C2 (configuration not stated)	16	-8	2	0	-0.9	94	-5	11	.	102

Screening data from PubChem.
